Screening data as filed in PubChem BioAssay.
HepG2 tox: qHTS for Inhibitors of TGF-b: Cytotox Counterscreen; HepG2 CAGA-GFP viability, ATP luminescence, 18 h; Potency, µM (highest dose often 46.1 µM), inactives show top-dose activity change, negative = cytotoxicity, actives largely listed as cytotoxic; hit rate 0.76% among 410,000; further: some results filed as inactive show a strong effect at the top dose
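HepG2 CAGA-GFP cells (1000/well, DMEM with 1% FBS) received compound, then TGF-beta at 500 pg/mL final, and were incubated 18 hours at 37 degrees C. Viability was read by CellTiter-Glo luminescence. Media-only wells were set as complete cell-killing and DMSO as no toxicity.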
Nrf2 activator: qHTS of Nrf2 Activators; AREc32 ARE-luciferase reporter (MCF7-derived line), luminescence, 24 h; Potency, µM (doses to about 46.1 µM), without a hit: top-dose activation, usual class: activators; hit rate 0.31% among 410,000; further: % of control where 0% means no effect; nearly all actives have a fitted effect of over 65% in size
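Each well held 1000 AREc32 cells, which were incubated with compound for 24 hr at 37 deg C after overnight attachment, and ARE reporter activity was quantified by firefly luciferase luminescence.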
S2 tox: Viability Counterscreen for Primary qHTS for Inhibitors of ATXN expression; Potency, µM (titrated, usually from 56.7 µM), usual class: cytotoxic; S2 cells (HEK-293 line with an ATXN2-luciferase reporter) viability, CellTiter-Fluor protease fluorescence, 24 h; AID 651635, 2014; hit rate 0.49% among 400,000; further: nearly all actives have a fitted effect of over 40% in size
Nrf2 block: Nrf2 qHTS screen for inhibitors; Potency, µM (top dose mostly 46 µM), for inactives: top-dose activity change, negative = inhibition, hits mostly inhibitors; hit rate 2.1% among 360,000; A549 ARE-Fluc reporter, luciferase luminescence, 18-24 h; further: on the % scale 0 is the no-effect control and ±100 the full control effect; nearly all actives have a fitted effect of over 60% in size
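Nrf2 function is reported as luminescence of an ARE-controlled luciferase in A549 cells. Compounds were tested at several concentrations, and a CellTiter-Fluor read on the same wells flagged cytotoxicity.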
ATXN2 expr inh: Primary qHTS for Inhibitors of ATXN expression. HEK-293 ATXN2-luciferase reporter, luminescence, 24 h. Potency, µM (top dose mostly 57 µM), inactives show at the highest dose activity change, negative = inhibition, usual class: inhibitors. hit rate 0.72% among 360,000. AID 1745845, 2022; further: on the % scale 0 is the no-effect control and ±100 the full control effect; nearly all actives have a fitted effect of over 55% in size
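qHTS (up to 57 uM final) was run with 24 h compound exposure of reporter cells at 37 °C. Each well was multiplexed: SteadyGlo luminescence measured ATXN2-luciferase expression after a fluorogenic Gly-Phe-AFC viability readout (25 uM final).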
EPAC2 antag: qHTS for Antagonist of cAMP-regulated guanine nucleotide exchange factor 2 (EPAC2): primary screen | Rap guanine nucleotide exchange factor 4 (Homo sapiens), Q8WZA2 | EPAC2 GEF exchange of Rap1B-BODIPY-GDP, fluorescence | Potency, µM (top dose mostly 114 µM), inactives show at the top dose activity, negative = inhibition, usual class: inhibitors | hit rate 0.18% among 360,000; further: on the % scale 0 is the no-effect control and ±100 the full control effect; nearly all actives have a fitted effect of over 45% in size; many of its hits are not listed in these tables
Target sequence (Q8WZA2 whole entry, looked up): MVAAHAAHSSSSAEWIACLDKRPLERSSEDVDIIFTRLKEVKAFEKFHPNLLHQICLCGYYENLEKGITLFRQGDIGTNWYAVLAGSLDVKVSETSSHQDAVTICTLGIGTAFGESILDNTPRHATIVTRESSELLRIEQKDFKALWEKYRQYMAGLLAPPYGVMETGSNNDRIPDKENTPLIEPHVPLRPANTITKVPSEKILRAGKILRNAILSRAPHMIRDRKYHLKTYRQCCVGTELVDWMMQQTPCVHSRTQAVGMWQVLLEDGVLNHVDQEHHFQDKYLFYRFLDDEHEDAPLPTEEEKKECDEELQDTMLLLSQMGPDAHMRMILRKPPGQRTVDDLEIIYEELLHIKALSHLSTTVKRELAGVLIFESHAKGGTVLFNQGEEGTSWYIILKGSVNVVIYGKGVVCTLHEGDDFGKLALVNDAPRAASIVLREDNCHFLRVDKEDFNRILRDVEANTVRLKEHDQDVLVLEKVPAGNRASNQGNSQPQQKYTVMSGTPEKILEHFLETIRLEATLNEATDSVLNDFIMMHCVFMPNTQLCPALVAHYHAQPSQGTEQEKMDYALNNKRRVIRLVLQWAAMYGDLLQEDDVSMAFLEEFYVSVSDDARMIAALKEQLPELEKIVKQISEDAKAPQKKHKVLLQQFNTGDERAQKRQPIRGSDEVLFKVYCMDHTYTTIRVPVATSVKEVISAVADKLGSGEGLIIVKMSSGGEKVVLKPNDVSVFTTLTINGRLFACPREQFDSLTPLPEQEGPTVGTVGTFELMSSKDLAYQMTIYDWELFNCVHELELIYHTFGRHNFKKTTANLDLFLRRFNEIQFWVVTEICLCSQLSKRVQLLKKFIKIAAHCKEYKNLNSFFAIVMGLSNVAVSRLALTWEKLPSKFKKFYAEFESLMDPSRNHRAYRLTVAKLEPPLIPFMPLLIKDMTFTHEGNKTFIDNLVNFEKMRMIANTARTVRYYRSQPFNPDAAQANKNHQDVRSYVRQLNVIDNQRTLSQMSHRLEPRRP
TGFb inhibitor: qHTS for Inhibitors of TGF-b; Potency, µM (top dose mostly 46.1 µM), inactives show top-dose activity, negative = inhibition, actives largely listed as inhibitors; HepG2 CAGA-GFP TGF-b/SMAD3 reporter, GFP fluorescence, 18 h; TGF-beta stimulated, 500 pg/mL final; hit rate 1.2% among 410,000; further: on the % scale 0 is the no-effect control and ±100 the full control effect; nearly all actives have a fitted effect of over 65% in size
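HEPG2 CAGA-GFP reporter cells (1000/well, DMEM with 1% FBS) received compounds, then recombinant TGF-beta at 500 pg/mL final for 18 hours at 37 degrees C. Per-cell GFP summed per well was normalised to unstimulated and stimulated DMSO controls before curve fitting.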
A549 viability: Nrf2 qHTS screen for inhibitors: counterscreen for cytotoxicity | A549 ARE-Fluc cells, CellTiter-Fluor viability, 18-24 h | Potency, µM (top dose mostly 46 µM), inactives show at the highest dose activity change, negative = cytotoxicity, usual class: inhibitors | hit rate 0.16% among 390,000; further: on the % scale 0 is the no-effect control and ±100 the full control effect
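A549 ARE-Fluc cells in 5% FBS OPTI-MEM, 5000 cells/well, rested 2 h then exposed to compounds in concentration-response for 18-24 h at 37 °C. Viability by CellTiter-Fluor fluorescence (Ex 405/Em 525) after 30 min; luciferase luminescence (BugLite, 15 min, RT) read afterwards.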
MCF10A rereplic: A quantitative high throughput screen for small molecules that induce DNA re-replication in MCF 10a normal breast cells | MCF 10A DNA re-replication, Hoechst nuclear intensity, 48 h | Potency, µM (titrated, usually from 46.1 µM), inactives show at the top dose activity, positive = re-replication, actives largely listed as activators | hit rate 2.9% among 350,000; further: % of control where 0% means no effect; nearly all actives have a fitted effect of over 50% in size
* hit, by the source's call; i = inactive; ? = inconclusive; / = not tested or not shown; & = joins results of further samples; ! = not active in a repeat; [ ] = remark or other dose. The call rests on the fitted dose curve; in most records, active means well fitted curve in the direction sought with a large enough effect; inconclusive means small, poorly fitted or top-dose-only effect, or another doubt; inactive means no such curve, though single readings can be large; an effect the other way counts as inactive or inconclusive. Potency means the concentration at half of the fitted maximal effect. Only part of the results is shown; the hit share may differ from the screen's.

molecule	HepG2 tox	Nrf2 activator	S2 tox	Nrf2 block	ATXN2 expr inh	EPAC2 antag	TGFb inhibitor	A549 viability	MCF10A rereplic
CC(=O)Nc1nc(C)c(-c2csc(Nc3cccc([N+](=O)[O-])c3)n2)s1	-41%	-0.9%	i	?	?	-4%	?	-25%	?
C/C(=N\Nc1cc(-c2ccccc2)nc(-c2ccccc2)n1)c1ccc(O)c(C)c1	-111%	-1.5%	?	?	-27%	3%	?	-29%	7.3µM*
COc1ccc(CNC(=O)CN(C(=O)CCC(=O)Nc2ccccn2)c2ccccc2OC)cc1	-13%	-0.8%	i	/	-1%	-6%	15%	3%	-2%
COCCN(Cc1ccco1)C(=O)C1CCCN(c2ncnc3c2nc2n3CCCCC2)C1 (configuration not stated)	0%	3.7%	i	-24%	-4%	3%	-7%	-8%	13%
Cc1c(C)c2ccc(OCC(=O)N3CCN(c4ccc(F)cc4)CC3)c(C)c2oc1=O	-8%	-0.1%	i	5%	0%	0%	8%	-3%	3%
CC(C)c1ccc(CN2CC(C(=O)Nc3ccccc3)CC2=O)cc1 (configuration not stated)	-38%	-0.5%	i	3%	-6%	-4%	?	0%	-7%
COc1cc(-c2c(-c3cc(OC)c(OC)c(OC)c3)noc2C)ccc1F	-25%&-13%	0.6%	i	?	-10%	-18%	?	-6%	?
CN(Cc1cnn(-c2ccccc2)c1)C(=O)c1ccc(S(=O)(=O)NCc2ccco2)cc1	-11%	0.3%	i	/	/	-10%	-16%	/	/
CCOc1ccc(S(=O)(=O)c2cn(Cc3ccc(OC)cc3)c3ccc(F)cc3c2=O)cc1	1%	3.5%	i	-7%	5%	/	22%	3%	/
Cn1c(=O)c2c(nc(NCc3ccco3)n2CC(O)CO)n(C)c1=O (configuration not stated)	4%	-0.1%	i	?	?	-1%	2%	11%	8%
COc1ccccc1NC(=O)CC1CCCC1	13%	-0.2%	i	-1%	17%	3%	5%	-5%	-9%
CCOc1ccc(Cn2nnc(C(=O)Nc3cc(OC)cc(OC)c3)c2N)cc1	-22%	-0.8%	i	-9%	0%	9%	9%	3%	2%
CCOn1c(SC(C)C)nc2ccccc2c1=O	-30%	-0.4%	i	-7%	-7%	-5%	14%	-1%	2%
Cn1nc(-c2ccc(N3CCOCC3)c(NS(=O)(=O)c3ccc(Cl)cc3)c2)c2ccccc2c1=O	-2%	-0.5%	?	?	-10%	-1%	-9%	?	?
Cc1ccc(NC(=O)C(C)OC(=O)CSc2ccccc2)cc1 (configuration not stated)	-14%	-0.2%	i	1%	-17%	-3%	13%	4%	1%
CCN(CC)c1ccc(NC(=O)CSc2nnc(N)s2)cc1C	-8%	-0.2%	i	11%	3%	1%	5%	-3%	1%
COC(C(=O)Nc1ccc(Cl)cc1C)c1ccccc1 (configuration not stated)	0%	-0.6%	i	9%	4%	2%	-4%	1%	-7%
O=C1Nc2ccc(Br)cc2/C1=C/C1CC=CCC1 (configuration not stated)	-29%	?	?	?	?	-11%	?	0%	?
C[C@@H](C(=O)NC1CCCCC1)N1C(=O)N2CCc3c([nH]c4ccccc34)[C@@]2(C)C1=O	-29%	4.9%	i	?	-7%	0%	-18%	-6%	-5%
Cc1n[nH]c(C)c1S(=O)(=O)N1CCCC(C(=O)N2CCc3ccccc32)C1 (configuration not stated)	-18%	-0.1%	i	-10%	-2%	1%	-20%	-5%	?
CCOC(=O)c1c(Nc2cccc(C(=O)OC)c2)nnc(-c2ccccc2)c1-c1ccccc1	-17%	0.2%	i	?	-1%	/	-1%	-18%	/
COc1ccc(-c2c(C)nn(-c3ccccc3)c2N)cc1	4%	2.1%	i	?	70%[activator]	10%	23%	2%	-2%
Cc1cccc(CSc2nc(N)c(C#N)c(-c3cccs3)c2C#N)c1	-32%	-0.4%	/	?	/	2%	-22%	?	18%
COc1ccccc1N1CCN(S(=O)(=O)c2ccc3nc(-c4ccccc4)[nH]c3c2)CC1	1%	3.0%	i	23µM*	-21%	-11%	-24%	-12%	26µM*!
Cc1cccc(NC(=O)CSc2nnc(CNC(=O)c3ccco3)n2C)c1C	25%	-0.3%	i	2%	-6%	-1%	14%	1%	-1%

Some of these compounds in order of the Nrf2 activator value, falling:
Molecule,Nrf2 activator,EPAC2 antag
C[C@@H](C(=O)NC1CCCCC1)N1C(=O)N2CCc3c([nH]c4ccccc34)[C@@]2(C)C1=O,4.9%,0%
COCCN(Cc1ccco1)C(=O)C1CCCN(c2ncnc3c2nc2n3CCCCC2)C1 (configuration not stated),3.7%,3%
COc1ccc(-c2c(C)nn(-c3ccccc3)c2N)cc1,2.1%,10%
COc1ccccc1NC(=O)CC1CCCC1,-0.2%,3%
CCOn1c(SC(C)C)nc2ccccc2c1=O,-0.4%,-5%
CC(=O)Nc1nc(C)c(-c2csc(Nc3cccc([N+](=O)[O-])c3)n2)s1,-0.9%,-4%

Pulled by structure from above:
molecule	HepG2 tox	Nrf2 activator	S2 tox	Nrf2 block	ATXN2 expr inh	EPAC2 antag	TGFb inhibitor	A549 viability	MCF10A rereplic
COc1ccccc1NC(=O)CC1CCCC1	13%	-0.2%	i	-1%	17%	3%	5%	-5%	-9%
CCN(CC)c1ccc(NC(=O)CSc2nnc(N)s2)cc1C	-8%	-0.2%	i	11%	3%	1%	5%	-3%	1%
O=C1Nc2ccc(Br)cc2/C1=C/C1CC=CCC1 (configuration not stated)	-29%	?	?	?	?	-11%	?	0%	?

(cont.)
molecule	HepG2 tox	Nrf2 activator	S2 tox	Nrf2 block	ATXN2 expr inh	EPAC2 antag	TGFb inhibitor	A549 viability	MCF10A rereplic
O=c1[nH]n(-c2ccccc2)c(=O)c(Cl)c1Cl	-6%	0.1%	i	/	-3%	0%	-3%	-1%	0%
CCN(CC)S(=O)(=O)c1ccc2[nH]c(=O)c3ccccc3c2c1	1%	0.0%	i	?	-5%	13%	3%	-3%	8%
COc1ccccc1CNC(=O)CSCc1nc(-c2ccc(OC)c(OC)c2)oc1C	-16%	0.7%	/	?	/	/	?	-13%	/
CN(Cc1ccccc1)C(=O)COC(=O)c1cc([N+](=O)[O-])ccc1N1CCOCC1	-8%	0.2%	?	4%	-1%	-3%	?	-18%	-2%
COc1ccc(NC(=O)CCCOc2ccc(C(C)=O)cc2)cc1S(=O)(=O)N1CCCCC1	-26%	2.5%	i	/	/	-7%	-19%	/	/
CCC(C)n1c(OC)nc2c1c(=O)n(C)c(=O)n2C (configuration not stated)	-52%	-0.3%	i	?	-5%	-5%	?	-9%	?
CCc1nc(SCC(=O)N2CCCCC2)c2c(=O)n(C)c(=O)n(C)c2n1	-16%	0.2%	i	-1%	-6%	-6%	-2%	-10%	-2%
O=C(N=Nc1c(O)[nH]c2ccc([N+](=O)[O-])cc12)c1ccccc1[N+](=O)[O-]	-8%	14%	i	4%	/	-2%	?	-11%	-2%
Cc1ccc(Cn2c(CO)cnc2SCC(=O)Nc2ccc(C)c(Cl)c2)cc1	-31%	-1.0%	?	?	0%	/	?	-5%	/
NS(=O)(=O)c1ccc(CCNC(=O)CSc2nc3ccsc3c(=O)n2C2CC2)cc1	9%	-0.5%	i	-6%	-9%	14%	4%	6%	-3%
Cc1c(OCC(=O)N[C@@H](Cc2ccccc2)C(=O)O)ccc2c3c(c(=O)oc12)CCC3	5%	-1.1%	i	-16%	2%	-10%	12%	1%	?
O=C(Nc1ncccc1Cl)C1COc2ccccc2O1 (configuration not stated)	4%	-0.5%	i	?	38%[activator]	10%	1%	?	?
CCCCCc1ccc(-c2cn(CC3CCCCC3)nn2)cc1	3%&13%	-0.2%	i	24%	11%	4%	5%&-3%	-1%	18%
CC1(C)CC(NC(=O)c2ccncc2)CC(C)(C)N1O	1%	0.1%	i	3%	/	0%[57.1 µM]	7%	10%	10%
Cc1ccc(-c2nc(S(=O)(=O)c3ccc(C)cc3)c(N3CCN(c4ccccc4)CC3)o2)cc1	-31%	-0.1%	i	18%	10%	/	3%	9%	/
O=C(O)c1cc(Cl)c(Cl)cc1C(=O)Nc1cccc2cccnc12	11%	0.3%	i	?	1%	4%	8%	2%	0%
Cn1c(=O)c(C(=O)NNC(=O)c2ccccc2Br)c(O)c2ccccc21	-12%	6.8%	i	-26%	-11%	-1%	-1%	?	11%
Cc1ccc(OC(C)C(=O)Nc2ccncc2)cc1C (configuration not stated)	-61%	0.0%	i	?	?	-2%	10µM*	11%	-5%
Cc1ccc(C(=O)NC(C#N)=C(Cl)Cl)cc1	-106%	-2.0%	?	-20%	-30%[11.3 µM]	-14%	?	-8%	9.2µM*
CC(C)(C)c1cc(C2COC(=O)COCCOCC(=O)OCCOCCO2)cc(C(C)(C)C)c1O (configuration not stated)	-17%	0.4%	?	12%	-13%	0%	-7%	-2%	-8%
